Source: PubChem
RXFP1 ag: activates the human relaxin receptor RXFP1 | 370,000 tested, 0.3% active | Potency, µM (doses to about 57.5 µM), inactives show at the top dose activation, actives largely listed as activators | HEK293T-RXFP1 cAMP TR-FRET, 30 min; response scale: percent of porcine relaxin response, buffer zero | AID 2676; active means well fitted activation curve with a large enough effect; further: potency means the concentration at half of the fitted maximal effect; on the % scale 0 is the no-effect control and ±100 the full control effect; nearly all actives have a fitted effect of over 60% in size; many of its hits are not listed in these tables
Target sequence (Q9HBX9 whole entry, looked up): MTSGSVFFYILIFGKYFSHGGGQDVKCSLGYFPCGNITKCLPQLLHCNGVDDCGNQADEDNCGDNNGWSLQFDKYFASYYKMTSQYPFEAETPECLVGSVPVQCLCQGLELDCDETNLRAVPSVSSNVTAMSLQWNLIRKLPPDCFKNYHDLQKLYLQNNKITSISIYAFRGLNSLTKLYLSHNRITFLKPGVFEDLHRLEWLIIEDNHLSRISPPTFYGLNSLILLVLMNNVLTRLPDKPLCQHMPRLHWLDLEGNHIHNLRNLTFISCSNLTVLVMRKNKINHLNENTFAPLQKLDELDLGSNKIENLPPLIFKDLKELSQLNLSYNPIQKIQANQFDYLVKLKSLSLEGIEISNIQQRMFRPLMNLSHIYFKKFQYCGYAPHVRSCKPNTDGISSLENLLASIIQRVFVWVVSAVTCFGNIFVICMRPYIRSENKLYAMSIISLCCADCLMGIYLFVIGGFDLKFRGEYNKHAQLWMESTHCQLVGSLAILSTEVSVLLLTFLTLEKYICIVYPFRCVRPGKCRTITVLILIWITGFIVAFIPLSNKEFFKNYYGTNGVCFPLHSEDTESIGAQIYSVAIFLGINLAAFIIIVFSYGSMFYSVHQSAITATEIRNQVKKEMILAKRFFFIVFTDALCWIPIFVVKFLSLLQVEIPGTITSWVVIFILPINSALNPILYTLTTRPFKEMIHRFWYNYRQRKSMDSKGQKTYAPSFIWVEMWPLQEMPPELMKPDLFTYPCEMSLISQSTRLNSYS
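Agonist response is measured as cAMP accumulation in an RXFP1-transfected HEK293T line under PDE4 inhibition. Values are scaled between buffer-only and 29 nM porcine relaxin, and EC50s come from standard Hill equation fits.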
D1 ag: human D1 receptor agonism | activation, % at 2 µM | HEK293 T-REx D1 cells, calcium flux, agonist mode | P21728 | AID 504660 | 360,000 tested, 1% active; in the data active means activation above about 30%; further: 0% is about no effect
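Agonism was scored from calcium flux recorded over 180 s (1 read/s) after pintool compound addition, following a 10-cycle baseline. Cells were inducible force-coupled HEK293 TREx D1, plated overnight at 30 C and loaded with no-wash calcium dye.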
TRHR PAM: allosterically enhances the human TRH receptor; AID 493056; TRHR cells, fluo-8 calcium fluorescence, EC20 TRH enhancement; enhancement, % at 2 µM; 360,000 tested, 0.66% active; in the data active means enhancement above about 30%; further: 0% is about no effect
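TRHR-expressing cells loaded with fluo-8 calcium dye were read kinetically (ex 480/em 530) during compound addition, then stimulated with an EC20 of TRH (10 nM final). Enhancement of the Gq-mediated intracellular calcium response was scored.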
D2 ag: agonists of human D2 dopamine receptor | HEK293 T-REx D2 cells, calcium flux agonist mode | AID 485358 | activation, % at 2 µM | 340,000 tested, 0.53% active | P14416;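 active means activation over 3 SD above normal in the single-dose calcium agonist read, cut at about 30% in these data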; further: 0% is about no effect
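Agonism scored from kinetic calcium signal (1 read/sec, 180 s) following compound pin transfer, after a 10 s baseline. Cells: HEK293 Trex line expressing inducible D2 receptor coupled to calcium, dye-loaded after overnight culture at 30 C.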
D2 PAM: D2 dopamine receptor (human) potentiation; 340,000 tested, 0.34% active; potentiation, % at 10 µM; P14416; HEK293 T-REx D2, calcium flux, EC20 dopamine potentiation; AID 485347;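 active means potentiation over 3 SD above the plate norm, cut at about 30% in these data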; further: 0% is about no effect
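Using a no-wash calcium dye in inducible, force-coupled HEK293 Trex cells expressing D2, we tracked fluorescence each second for 180 s after compound, then for 180 s after EC20 dopamine to detect augmented signalling.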
D2 antag: D2 dopamine receptor (human) antagonism; P14416; HEK293 TREx D2 cells, calcium flux, dopamine EC80; inhibition, % at 10 µM; 340,000 tested, 2% active; in the data active means inhibition above about 30%; further: 0% is about no effect
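Dopamine at EC80 is the agonist stimulus; test compounds precede it by 180 s. Calcium flux read kinetically in a force-coupled, inducible HEK293 T-REx D2 cell line.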
RXFP1 antag: RXFP1 (human) relaxin receptor antagonism. Q9HBX9. HEK293-RXFP1, relaxin-stimulated cAMP HTRF, 30 min; active compounds read low. activity change, negative = inhibition, % at 57.5 µM. 350,000 tested, 0.59% active. AID 1259400;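 active means activity change of -60% or lower, but not beyond a set lower limit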; further: on the % scale 0 is the no-effect control and ±100 the full control effect
D1 PAM: enhances dopamine response at the human D1 receptor; P21728; HEK293 TREx D1 cells, calcium flux, dopamine EC20 potentiation; potentiation, % at 10 µM; 360,000 tested, 0.036% active; in the data active means potentiation above about 30%; further: 0% is about no effect
D1 antag: human D1 dopamine receptor antagonism. P21728. HEK293 TREx D1 cells, calcium flux, dopamine EC80; active compounds read low. activity change, negative = inhibition, % at 10 µM. 360,000 tested, 3.2% active; in the data active means activity change below about -30%; further: on the % scale 0 is the no-effect control and ±100 the full control effect
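Tetracycline-induced HEK293 T-REx cells with force-coupled D1 receptor were loaded with a no-wash calcium dye. Compound was added after a 10 s baseline and read kinetically for 180 s; EC80 dopamine was then added and calcium flux followed another 180 s.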
The depositor's hits bear a star; x = no result given; & = joins results of further samples. A portion of the library; count on the stated rates, not on these rows.

SMILES,RXFP1 ag,D1 ag,TRHR PAM,D2 ag,D2 PAM,D2 antag,RXFP1 antag,D1 PAM,D1 antag
C#CCOCCOCCOCCNc1nc(N2CCN(C(=O)C([C@@H](C)CC)n3cc(C(N)Cc4ccc(O)cc4)nn3)CC2)nc(N2CCN(C(=O)[C@H](CCC(=O)O)n3cc(C(N)[C@H](C)CC)nn3)CC2)n1 (some centres not stated),0.6%,0,-2,-0.9,2,-9,x,1,16
O=C(Nc1ccc(C(=O)N2CCCC2)cc1)Nc1ccc(Cl)cc1Cl,-0.6%,10,0,0.1,1,12,2,-1,-14
CC1(c2ccc(OC(F)F)cc2)NC(=O)N(CC(=O)Nc2cccc(S(N)(=O)=O)c2)C1=O (configuration not stated),1.1%,1,-4,0.2,-2,21,8,-1,14
CC1CC(NC2=NCCS2)CC(C)(C)C1 (configuration not stated),0.0%,6,8,-0.1,7,6,4,-4,-12
Cc1cc(NC(=O)/C=C/c2ccco2)ccc1NC(=O)c1ccccc1,4.5%,3,8,0.5,19,-2,7,-2,1
O=C(O)c1cccnc1Sc1ccc(Br)cc1,-0.1%,4,-3,1.7,12,1,-16,8,-15
CCc1nc(SCC(=O)O)c2c3c(sc2n1)COC(C)(C)C3,6.0%,2,-2,0.7,8,-27,-10,-3,-5
CSc1ccc(/C=N/NC(=O)CN2CCN(Cc3ccccc3Cl)CC2)cc1,0.2%,4,3,0.3,-1,11,-22,-11,-12
Cc1cc(NC(=O)CCC(=O)N(CC(=O)NC2CCCC2)c2cccc(F)c2)no1,2.9%,3,1,-3.1,x,-8,2,5,2
O=c1c(-c2nnc(SCc3ccc(Cl)c(Cl)c3)o2)cccn1Cc1ccccc1,3.1%,4,9,0.5,21,-8,0,-4,-12
Cc1cc(NCc2ccccn2)n2nc(C)c(-c3ccccc3)c2n1,0.8%,0,-3,0.3,-5,2,5,3,5
CCC(C)(C)C1CCC(=NNC(=O)c2ccc(Br)o2)CC1 (configuration not stated),1.5%,2,5,0.6,5,-4,11,3,11
CC(C)(C)C1CCC2(CC1)NC(CO)(CO)CO2 (configuration not stated),-0.5%,1,10,-0.1,-2,-14,-21,-1,-34*
Cc1ccc(CNS(=O)(=O)c2cc3c(cc2C)N(C)CCO3)cc1,3.7%&0.3%,3&-1,-4&0,0.4&-0.6,7&0,9,-1&13,-4&-3,40&-6
COc1cccc(-c2c(C(=O)N/N=C/c3cccnc3)nnn2-c2nonc2N)c1,-0.5%,2,-1,-2.4,-7,-3,8,0,-6
COC(=O)Cn1c(=O)sc2ccccc21,2.5%,3,6,0.6,9,-10,16,-9,7
CCCCn1c(N)c(N(Cc2ccccc2OC)C(=O)c2cc(=O)[nH]c3ccccc23)c(=O)[nH]c1=O,-0.8%,3,3,-1.6,1,-23,5,2,6
CCN1CCc2c(OCC(=O)Nc3cccc(C)c3C)cccc2C1=O,1.8%,1,-2,x,x,x,x,1,-6
O=C(Nc1cccnc1)C1CCCN(c2ncnc3c2nc2n3CCCCC2)C1 (configuration not stated),3.3%,0,-3,-1.6,-5,2,-2,8,8
Cc1ccc(-n2ncc(C(=O)NCc3ccccc3)c2C2CCN(C(=O)OC(C)(C)C)CC2)cc1,-1.3%,0,-8,-0.6,-10,x,-26,-5,3
O=C(NC1(C(F)(F)F)NC(=O)N(C2CCCCC2)C1=O)C1CC1 (configuration not stated),2.0%,0,0,0.4,4,-14,4,4,-25
COCCNC(=O)C(c1ccc(OC)cc1)N(C(=O)Cn1nnc2ccccc21)c1cccnc1 (configuration not stated),0.6%,2,42*,-0.2,30,-6,-1,2,-2
CCOC(=O)c1ccc(Oc2c(C)oc3cc(OS(C)(=O)=O)ccc3c2=O)cc1,1.4%,9,3,1.5,-4,-3,-12,-4,-7
COc1ccc(SC[C@H](CC(C)C)N2CCN(C)CCC2=O)cc1,0.0%,2,1,x,-5,x,x,3,6
Cc1cc(C)n(-c2nc3ccccc3c(=O)n2OCC(=O)Nc2c(C)cccc2C)n1,5.9%,-1,1,0.6,3,-7,-10,0,3
OC(CN1C2=NCCCN2c2ccccc21)c1ccc2c(c1)OCO2 (configuration not stated),3.8%,6,-2,0.7,5,-7,13,3,16
Cc1nc(Nc2nc(CSc3ccc(Cl)cc3)cc(=O)[nH]2)nc2ccccc12,2.8%,1,0,-0.8,20,5,5,-4,-10
CCCC(=O)NC(=S)NNC(=O)c1ccc([N+](=O)[O-])cc1,-1.2%,0,-2,-0.7,-4,3,5,-4,6
NC(=O)Nc1ccc(C(=O)OCC(=O)N2CCCC2=O)cc1,1.3%,2,-3,-1.9,0,-4,2,x,-8
O=C(CCl)Nc1cccn2ncnc12,-0.6%,2,4,0.2,-3,14,-12,-3,2

SMILES,RXFP1 ag,D1 ag,TRHR PAM,D2 ag,D2 PAM,D2 antag,RXFP1 antag,D1 PAM,D1 antag
O=C(Cn1ncc(Cl)c(Cl)c1=O)NC1CCS(=O)(=O)C1 (configuration not stated),2.4%,2,2,-0.6,14,-3,-4,-6,-6
COc1ccc(NC(=O)c2cn(C)c(=O)c3cc(OC)c(OC)cc23)cc1OC,-1.1%,2,11,-0.9,3,-9,11,-10,-8
O=C(Nc1ccccn1)c1cccnc1,-0.4%,0,6,-0.8,0,-1,4,-3,3
CCOC(=O)C1CCN(C(=O)CS(=O)Cc2nc(-c3ccc(C)cc3)oc2C)CC1 (configuration not stated),0.6%,0,7,0.6,-1,3,5,0,3
CSc1ncccc1C(=O)Nc1ccc(C)cn1,-0.2%,1,7,0.7,-15,12,3,0,26
CCN(CC)C(=O)c1ccc2nc3ccccc3nc2c1,0.0%,0,0,0.7,-11,-2,4,0,-4
S=C(NCCc1ccccc1)Nc1cnc2ccccc2c1,8.3%,11,8,-1.3,-4,-16,6,-8,-10
O=C(CCNS(=O)(=O)c1ccc(Cl)cc1)NCc1ccccn1,-1.4%,0,8,-0.5,14,5,9,1,3
O=C(NCC(=O)N1CCN(Cc2ccccc2)CC1)c1ccc(Cl)cc1,2.1%,0,-11,-0.4,14,-1,2,1,3
COc1cc(NC(=O)CN2C(=O)NC(C)(c3ccc4ccccc4c3)C2=O)c(C)cc1[N+](=O)[O-] (configuration not stated),0.4%,1,2,1.3,9,-11,-1,-4,6
Cc1ccccc1NC(NC(=O)OCCn1c([N+](=O)[O-])cnc1C)C(Cl)(Cl)Cl (configuration not stated),-1.0%,5,0,-1.2,15,-3,1,-4,-33*
O=C(Nc1ncc(Cc2ccccc2Cl)s1)C1=NCCN1,0.9%,2,-3,0.8,-3,8,-10,-4,7
O=C1CC(SC(=Nc2ccccc2)Nc2ccccc2)C(=O)N1c1cccc(Cl)c1 (configuration not stated),-3.2%,6,9,-0.2,-20,-9,-21,-3,-5
O=S(=O)(NCCS(=O)(=O)N1CCN(c2ccccc2)CC1)c1ccc(Cl)cc1,1.3%,7,1,1.2,-5,x,-37,-2,-14
O=c1c2ccccc2oc2nc(-c3cccs3)n(CCc3ccccc3)c(=O)c12,12%,2,-3,-0.4,7,-3,x,-2,8
COCCNC(=O)C(=O)NCC(c1cccnc1)N1CCN(c2ccccc2OC)CC1 (configuration not stated),-0.8%,16,3,-0.6,-2,x,-5,2,14
CC1Cc2ccccc2N1C(=O)CN1CCc2ccccc2C1 (configuration not stated),0.0%,0,-6,0.7,-14,3,-3,7,-6
CNS(=O)(=O)c1cc(OC)c(OC)cc1CC(=O)OC,0.3%,0,-2,-0.7,-9,-17,0,-4,14
CN(C)CCCn1cnc2c1c(=O)[nH]c(=O)n2Cc1ccccc1,1.4%,1,2,-0.3,9,26,-2,0,-1
Cc1ccc(S(=O)(=O)NCC(=O)NCC(=O)OCC(=O)NC(=O)NC(C)(C)C)cc1C,1.8%,-3,6,-0.6,0,-6,-6,-1,-7
CCc1ccc(NC(=O)CS(=O)CC(=O)NC(C)CCc2ccco2)cc1 (configuration not stated),0.0%,-1,-2,-0.6,-6,-9,2,-2,0
Cn1cccc1CC(=O)N/N=C/C=C/c1ccccc1,1.4%,2,-2,0.9,-5,12,-26,-2,-3
Cc1cc(C)cc(NC(=O)CSc2nc3[nH]c(=O)cc(O)c3s2)c1,1.3%,2,-1,0.5,x,17,-29,-2,17
CC(C)(C)NC(=O)NC(=O)COC(=O)c1cccc(OC(F)F)c1,-3.7%,8,-2,-2.1,10,-4,1,-2,-31*
Cc1cccc2c1N(CCOc1ccc(C(C)(C)C)cc1)C(=O)C2=O,-0.3%,5,-11,1.3,8,2,-20,-9,-15
COCCSc1nnc(NC(=O)Cc2ccc(OC)c(OC)c2)s1,4.6%,4,12,0.1,-9,5,4,-5,12
CCOc1ccc(S(=O)(=O)N(C)C2CCCCC2)cc1,-0.4%,0,0,-0.8,-2,4,-8,-1,10
C=CCn1c(SCC(=O)N2CCCC2)nc2c([nH]c3ccccc32)c1=O,0.5%,-1,-5,-1.5,4,-2,3,-3,-21
O=c1cc(CNc2cc(C(F)(F)F)cc(C(F)(F)F)c2)nc2sccn12,4.3%,1,-10,1.1,-4,-4,x,4,1
CC(C)(C)c1ccc(C2CC2C(=O)N/N=C\c2cc3ccccc3nc2Cl)cc1 (configuration not stated),1.2%,2,-2,0.1,-4,-5,-11,5,0
COc1ccc(C(=O)c2ccc(N(C)C)cc2)c2ccccc12,3.4%,1,-1,0.0,-9,1,2,6,3
Cc1ccc(CNC(=O)C2C3C=CC4(CN(Cc5cccnc5)C(=O)C24)O3)cc1 (configuration not stated),1.5%,2,0,-0.9,7,14,-4,-4,3
COc1cc(C2N(c3ccc(Cl)cc3)C(=O)C3CCCN32)cc(OC)c1OC (configuration not stated),2.5%,0,8,0.8,6,10,x,-6,-15

An excerpt from above, limited to RXFP1 antag and D2 PAM:
| smiles | RXFP1 antag | D2 PAM |
| --- | --- | --- |
| CC1Cc2ccccc2N1C(=O)CN1CCc2ccccc2C1 (configuration not stated) | -3 | -14 |
| CCc1ccc(NC(=O)CS(=O)CC(=O)NC(C)CCc2ccco2)cc1 (configuration not stated) | 2 | -6 |

One compound at a time, from the list above. Screens in order: RXFP1 ag | D1 ag | TRHR PAM | D2 ag | D2 PAM | D2 antag | RXFP1 antag | D1 PAM | D1 antag
O=c1c2ccccc2oc2nc(-c3cccs3)n(CCc3ccccc3)c(=O)c12 in the list: 12% | 2 | -3 | -0.4 | 7 | -3 | x | -2 | 8
CSc1ncccc1C(=O)Nc1ccc(C)cn1 in the list: -0.2% | 1 | 7 | 0.7 | -15 | 12 | 3 | 0 | 26
CCN(CC)C(=O)c1ccc2nc3ccccc3nc2c1 in the list: 0.0% | 0 | 0 | 0.7 | -11 | -2 | 4 | 0 | -4
